Assay outcomes: PubChem BioAssay, National Center for Advancing Translational Sciences (NCATS)
TrxR1 substrate = qHTS Assay for Substrates of Mammalian Selenoprotein Thioredoxin Reductase 1 (TrxR1): qHTS | 0.01% of 390,000 active | Potency, µM (series often up to 114 µM), for the others: at the top dose activity change, negative = substrate turnover | purified TrxR1 substrate turnover, NADPH consumption readout | Thioredoxin reductase 1, cytoplasmic (Rattus norvegicus), O89049; note: potency is the fitted concentration of half-maximal effect; % is set by controls: 0 for no effect and ±100 for the full control effect; nearly all actives have a fitted effect of over 50% in size
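Rat TrxR1, dispensed at 90 nM, was prereduced with 400 uM NADPH (final) for 5 min at ~22 deg C, then incubated with compound 15 min before 400 uM selenite. A first-read NADPH fluorescence drop versus no-compound background flagged substrates.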
TrxR1 inh = qHTS Assay for Inhibitors of Mammalian Selenoprotein Thioredoxin Reductase 1 (TrxR1): qHTS | recombinant rTrxR1, NADPH fluorescence consumption, selenite substrate | Potency, µM (highest dose often 114 µM), inactives show top-dose activity change, negative = inhibition, usual class: inhibitors | Thioredoxin reductase 1, cytoplasmic (Rattus norvegicus), O89049 | 1% of 390,000 active | AID 588453, 2011; note: potency is the fitted concentration of half-maximal effect; % is set by controls: 0 for no effect and ±100 for the full control effect; nearly all actives have a fitted effect of over 65% in size
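Rat TrxR1 (90 nM in the dispensed reagent) was pre-reduced with 400 uM NADPH for 5 min at room temperature, then incubated with compound for 15 min. After 400 uM selenite was added, NADPH fluorescence (Ex 340/Em 450 nm) was followed for 8 min.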
USP1 inh = Inhibitors of USP1/UAF1: Primary Screen; Ubiquitin carboxyl-terminal hydrolase 1 (Homo sapiens), O94782; recombinant USP1/UAF1, Ub-Rhodamine cleavage fluorescence; Potency, µM (series often up to 57.1 µM), for the others: top-dose activity change, negative = inhibition, usual class: inhibitors; 0.23% of 390,000 active; AID 743255, 2014; note: potency is the fitted concentration of half-maximal effect; % is set by controls: 0 for no effect and ±100 for the full control effect; nearly all actives have a fitted effect of over 60% in size; inactives centre near -12
Target sequence (O94782 whole entry, looked up): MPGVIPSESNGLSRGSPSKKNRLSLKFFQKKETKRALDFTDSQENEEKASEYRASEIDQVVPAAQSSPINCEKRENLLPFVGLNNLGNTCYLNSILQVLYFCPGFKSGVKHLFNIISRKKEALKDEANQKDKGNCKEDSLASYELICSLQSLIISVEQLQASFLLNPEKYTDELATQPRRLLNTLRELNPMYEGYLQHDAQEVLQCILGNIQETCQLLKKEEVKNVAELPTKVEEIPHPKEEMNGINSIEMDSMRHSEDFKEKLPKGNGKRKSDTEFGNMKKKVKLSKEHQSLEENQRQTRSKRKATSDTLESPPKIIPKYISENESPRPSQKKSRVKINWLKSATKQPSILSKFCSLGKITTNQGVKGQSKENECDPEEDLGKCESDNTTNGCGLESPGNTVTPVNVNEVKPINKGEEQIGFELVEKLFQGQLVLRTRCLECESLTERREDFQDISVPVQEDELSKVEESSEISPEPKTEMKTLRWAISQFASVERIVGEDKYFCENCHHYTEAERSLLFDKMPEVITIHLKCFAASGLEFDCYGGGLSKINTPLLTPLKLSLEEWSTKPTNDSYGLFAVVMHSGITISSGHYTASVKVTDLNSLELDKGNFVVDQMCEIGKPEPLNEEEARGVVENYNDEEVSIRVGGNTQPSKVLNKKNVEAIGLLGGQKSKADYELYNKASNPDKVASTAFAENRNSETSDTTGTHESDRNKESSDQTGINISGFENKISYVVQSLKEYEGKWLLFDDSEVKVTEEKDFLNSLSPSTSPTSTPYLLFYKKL
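High-throughput fluorogenic screen: 1nM USP1/UAF1 complex, Ub-Rho substrate 150nM final, 50mM HEPES pH 7.8 with 0.5mM EDTA, 0.1 mg/ml BSA, 1mM TCEP and 0.01% Tween-20.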
Pin1 inhibitor = qHTS Assay to Find Inhibitors of Pin1 | Peptidyl-prolyl cis-trans isomerase NIMA-interacting 1 (Homo sapiens), Q13526 | 0.009% of 390,000 active | Pin1 FP peptide displacement, HiFluor488, 10 min | Potency, µM (doses to about 115 µM), inactives show at the highest dose activity, negative = inhibition, actives largely listed as inhibitors; active = well fitted inhibition curve with a large enough effect in the polarisation, with a control signal flat, not every such curve was filed as active; inconclusive = small, poorly fitted or top-dose-only effect, or effect the other way, or a change in a side signal; inactive = no such curve, though single readings can be large or run the other way; the % refers to the polarisation; note: potency is the fitted concentration of half-maximal effect; % is set by controls: 0 for no effect and ±100 for the full control effect
PI4K2A inh = qHTS for small molecular inhibitors of PI4K2A | Phosphatidylinositol 4-kinase type 2-alpha (Homo sapiens), Q9BTU6 | purified PI4K2A, ADP-Glo luminescence, 1 h; stronger effect = lower value | activity change, negative = inhibition, % at 76.9 µM | 0.13% of 420,000 active | AID 1346378, 2018; in the data active = activity change below about -50%; inconclusive = mostly about -30% to -49%;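 note: -100% = wells without enzyme as full effect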
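Compounds are screened against recombinant PI4K2A using PI as substrate and ATP, the latter dispensed at 300 microM. Reactions run one hour at ambient temperature before ADP-Glo detection; full inhibition defined by wells lacking enzyme.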
mIDH1 inhibitor = qHTS for Inhibitors of mutant isocitrate dehydrogenase 1 (IDH1): qHTS. Isocitrate dehydrogenase [NADP] cytoplasmic (Homo sapiens), O75874. IDH1-R132H enzyme, NADPH consumption, diaphorase/resazurin fluorescence. Potency, µM (doses to about 76.6 µM), inactives show at the top dose activity change, negative = inhibition, usual class: inhibitors. 0.093% of 390,000 active; note: potency is the fitted concentration of half-maximal effect; % is set by controls: 0 for no effect and ±100 for the full control effect; nearly all actives have a fitted effect of over 65% in size
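IDH1-R132H (0.5 ug/mL) preincubated 30 min with compound, then NADPH (0.016 mM) and alpha-KG (2 mM) added; 80 min at RT, pH 7.5. Remaining NADPH coupled via diaphorase/resazurin to fluorescence (540/590 nm); concentration-response curves normalized to no-enzyme control.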
PGK inhibitor = qHTS Assay to Find Inhibitors of Phosphoglycerate Kinase. Phosphoglycerate kinase, glycosomal (Trypanosoma brucei brucei), P07378. PGK/GAPDH coupled, Kinase-Glo luminescence, 60 min. Potency, µM (top dose mostly 57.5 µM), for inactives: at the top dose activity change, negative = inhibition, usual class: inhibitors. 0.043% of 380,000 active. AID 602233, 2012; note: potency is the fitted concentration of half-maximal effect; % is set by controls: 0 for no effect and ±100 for the full control effect; nearly all actives have a fitted effect of over 60% in size
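Luminescent ATP detection (Kinase-Glo Plus) follows a 60-minute room-temperature incubation, with wells lacking PGK as controls. Buffer: 100 mM TEA (pH 7.6), 5 mM MgCl2, 0.01% Tween-20. Coupling enzyme GAPDH (100 nM final) supplies unstable 1,3-BPG in-well.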
HP1b binding inh = HTS for Inhibitors of HP1-beta Chromodomain Interactions with Methylated Histone Tails; 0.56% of 390,000 active; Chromobox protein homolog 1 (Homo sapiens), P83916; AlphaScreen HP1-beta / biotin-H3K9me3 peptide binding; AID 540317, 2011; Potency, µM (top dose mostly 114 µM), inactives show at the highest dose activity change, negative = inhibition, usual class: inhibitors; note: potency is the fitted concentration of half-maximal effect; nearly all actives have a fitted effect of over 70% in size; inactives centre near 23
Target sequence (P83916 whole entry, looked up): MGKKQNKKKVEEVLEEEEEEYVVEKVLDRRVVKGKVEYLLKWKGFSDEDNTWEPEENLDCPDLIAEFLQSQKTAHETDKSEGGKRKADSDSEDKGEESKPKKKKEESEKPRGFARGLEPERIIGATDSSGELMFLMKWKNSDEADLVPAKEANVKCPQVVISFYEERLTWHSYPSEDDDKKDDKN
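HP1-beta protein (50 nM final) preincubated 30 min at room temperature with biotinylated H3(1-18)K9me3 peptide (50 nM) in PBS pH 7.4, 0.01% Tween-20, then compound added for 30 min. AlphaScreen streptavidin donor/nickel chelate acceptor beads (10 ug/mL final), 30 min dark, luminescence read.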
GLS inhibitor = qHTS for Inhibitors of Glutaminase (GLS); GLS enzymatic activity, qHTS titration; Glutaminase kidney isoform, mitochondrial (Homo sapiens), O94925; Potency, µM (highest dose often 45.5 µM), without a hit: at the top dose activity change, negative = inhibition, hits mostly inhibitors; 0.21% of 410,000 active; note: potency is the fitted concentration of half-maximal effect; % is set by controls: 0 for no effect and ±100 for the full control effect
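hKGA in 45 mM KH2PO4 (pH 8.2), 0.02% Tween-20 with compound, then 1mM L-Glutamine (stock as added) plus glutamate oxidase/HRP/Amplex red coupling mix. Fluorescence read initially and after 30 min at RT; signal change reflects glutamate formation.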
* = called active by the depositor; i = inactive; ? = inconclusive; . = no result given; [ ] = remark or other dose. Unless noted, calls come from the whole dose curve; as a rule, active = well fitted curve in the direction sought with a large enough effect; inconclusive = small, poorly fitted or top-dose-only effect, or another doubt; inactive = no such curve, though single readings can be large; an effect the other way counts as inactive or inconclusive. An excerpt, so the mix of outcomes need not match the whole.

compound,TrxR1 substrate,HP1b binding inh,GLS inhibitor,Pin1 inhibitor,PI4K2A inh,mIDH1 inhibitor,TrxR1 inh,USP1 inh,PGK inhibitor
COc1ccc(C(=O)Nc2nc3nccc(-c4ccccc4)n3n2)cc1,5%,-5%,4%,5%,-10,1%,5%,-4%,-3%
CC(C)CN1C=C2C(=O)C(C)(OC(=O)CCc3ccccc3)C(=O)C=C2C=C1c1ccc(C#N)cc1 (centres undefined),-1%,-10%,-3%,?,-14,30%,-15%,?,-5%
CCc1ccccc1NC(=O)CSc1nnc(-c2cc(C)[nH]n2)n1N,3%,31%,-6%,-6%,3,-11%,25%,-24%,-1%
CC(C)COc1ccc(C(=O)N2CCCCC2CCN2CCCCC2)cc1 (centres undefined),-3%,6%,5%,-6%,1,14%,2%,-16%,-2%
O=S(=O)(Nc1cccc(-c2ccc(N3CCCCCC3)nn2)c1)c1ccc(C(F)(F)F)cc1,1%,45%[activator],5%,8%,-4,-6%,17%,-13%,-2%
O=S(=O)(c1cccc(F)c1)N1CCN(c2ncnc3scc(-c4ccc(F)cc4)c23)CC1,11%,6%,-2%,43%[activator],-22,10%,18%,-13%,-3%
N#Cc1ccccc1OCC(=O)NC(=O)NCc1ccccc1,10%,24%,3%,-4%,-1,3%,13%,-17%,-7%
COc1ccc(Nc2nc3ccccc3s2)cc1,8%[57.1 µM],24%,-8%,0%,3,6%,18%[57.1 µM],-24%,-7%
COc1ccc(OS(=O)(=O)c2c(C)noc2C)cc1,-4%,44%[activator],-3%,-11%,2,6%,9%,-14%,i
O=C(NC1CCCC1)C(c1ccc(F)cc1)N(Cc1ccccc1Cl)C(=O)CCl (centres undefined),-1%,16%,10%,2%,3,-7%,32µM*,-4%,7%
CC(C)C(NS(=O)(=O)c1cccs1)C(=O)NCc1ccccc1 (centres undefined),3%[57.1 µM],38%,0%,2%,-21,-1%,10%[57.1 µM],-21%,-8%
CC(=NCCc1ccccc1)C1=C(O)CCC1=O,6%,5%,17%,2%,-1,5%,23%,-8%,-5%
NC(=O)C1(N2CCCCC2)CCN(C(=O)CCCn2c(=O)[nH]c3ccsc3c2=O)CC1,6%[57.1 µM],32%,3%,-4%,8,-8%,7%[57.1 µM],-8%,i
CSc1ccccc1NC(=O)C1C2CCC(C2)C1C(=O)O (centres undefined),2%,43%[activator],3%,0%,2,9%,23%[57.1 µM],?,-4%
COc1ccc(C2c3ccc4ccccc4c3Oc3ncn(CCN(C)C)c(=N)c32)cc1 (centres undefined),-2%,18%,9%,16%,-1,1%,3%,-21%,i
CCn1c(=O)c2sccc2n2c(CCCC(=O)NCc3cccnc3)nnc12,4%,44%[activator],-4%,-3%,-3,7%,2%,-10%,-6%
CC(C)CCN1C(=O)C2(OCCCO2)c2cc(Cl)ccc21,0%[57.1 µM],115%[activator],-2%,6%,-2,12%,13%[57.1 µM],-4%,i
COc1ccc2nc(Nc3nc4cc5c(cc4s3)OCO5)sc2c1,12%,27%,2%,0%,2,7%,-13%,7%,6%
CC(c1ccco1)N(C(=O)c1cc(Cl)cc(Cl)c1)c1ccccn1 (centres undefined),0%,32%,0%,2%,0,6%,13%,?,1%
Cc1ccc(/C=C/C(=O)N2CCN(Cc3ccccc3)CC2)o1,-9%,-19%,-6%,5%,-1,0%,45µM*,-18%,2%
Cc1cc(C(=O)COC(=O)CC2Sc3ccccc3NC2=O)c(C)n1-c1cccc(C(F)(F)F)c1 (centres undefined),0%,-7%,-7%,20%,-2,3%,11%,-16%,-2%
Cc1ccc(C(=O)Nc2nnc(S(=O)(=O)N(C)Cc3ccco3)s2)cc1,17%,53%[activator],9%,0%,-3,49%[activator],45%[activator],2%,i
CCc1ccccc1NC(=O)Cn1nnc(C(=O)NCc2ccccc2Cl)c1N,-12%,19%,-6%,1%,-1,-27%,-11%,-16%,5%
COc1ccc(S(=O)(=O)N(C)C[C@H]2Oc3ccc(NC(=O)Cc4cn(C)c5ccccc45)cc3C(=O)N([C@@H](C)CO)C[C@@H]2C)cc1,3%,29%,8%,37%[activator],3,4%,10%,-33%,8%
CCOC(=O)C1(CCc2ccccc2)CCN(C(=O)Cc2nonc2C)CC1,-17%[57.1 µM],43%[activator],-7%,-2%,0,6%,11%[57.1 µM],-10%,-12%
Cc1ccc(NC(=O)N(Cc2ccco2)C(C)c2ccco2)cc1C (centres undefined),3%[57.1 µM],-13%,11%,2%,9,2%,13%[57.1 µM],-16%,1%
Cc1ccc(C(=O)NCC(=O)Nc2ccc3c(c2)CCC3)cc1,-2%,-16%,0%,0%,-2,3%,12%,-15%,-8%
Cc1cc(C)cc(C(=O)NCC(=O)NNC(=O)CSc2ccccc2F)c1,0%,50%[activator],5%,3%,3,7%,-6%,-14%,3%
O=C(CN1CCN(C(=O)c2ccco2)CC1)Nc1cccc([N+](=O)[O-])c1,1%[57.1 µM],5%,7%,-15%,0,11%,19%[57.1 µM],-2%,i
Cc1ccc2c(c1)c1c(n2CC(O)Cn2c(C)nc3ccccc32)C(=O)CCC1 (centres undefined),14%,54%[activator],5%,?,1,-1%,0%,-9%,7%
c1ccc(C[C@H]2CNCCN2CC2(c3ccccc3)CC2)cc1,12%[57.1 µM],32%,-7%,5%,-2,-5%,-46%,17%,2%
COC(=O)C1=C(C)N(CCCC(=O)O)C(=O)NC1c1cccc(Cl)c1Cl (centres undefined),-11%[57.1 µM],49%[activator],1%,-7%,0,0%,10%[57.1 µM],-28%,i
COC(=O)c1c(NC(=O)CSc2nncs2)sc2c1CCCCC2,2%[2.29 µM],10%,2%,1%,-3,0%,-4%[2.29 µM],-10%,.
O=C(Cn1cc(C(F)(F)F)ccc1=O)N/N=C/c1ccc(Cl)c(Cl)c1,-5%,17%,-1%,5%,-5,4%,1%,-17%,i
CCOc1ccc(C(=O)NCC(=O)N2CC=C(c3ccccc3)CC2)cc1OCC,2%,5%,5%,2%,3,3%,9%,-20%,-7%
CC(=O)c1ccc(N2CCN(C(=O)c3cc(-c4ccncc4)nc4ccc(Cl)cc34)CC2)cc1,-4%,17%,11%,9%,-14,-2%,5%,-2%,-3%
CCOC(=O)CCSc1nc2c(c(C(F)(F)F)c1C#N)CCC2,7%[57.1 µM],270%[activator],0%,-3%,5,6%,14%[57.1 µM],-7%,-4%
Cc1c(-c2ccccc2)c(=O)oc2c(CN3CCN(C)CC3)c(O)ccc12,231%[activator][57.1 µM],20%,1%,?,3,12%,16%[57.1 µM],?,-1%
CCc1nnc(NC(=O)CS(=O)(=O)Cc2ccccc2)s1,5%[57.1 µM],-10%,-7%,0%,-1,5%,6%[57.1 µM],-17%,-13%
Cc1cccc(C(=O)OCC(=O)NNC(=O)c2cccs2)c1O,5%,36%,16%,0%,-1,3%,8%,3%,2%
O=C1CCc2ccccc2O1,4%[57.1 µM],42%[activator],4%,-3%,2,-4%,23%[57.1 µM],-10%,-7%
COc1ccc(N2CCN(C(=O)c3cc(NS(=O)(=O)c4ccc(F)cc4)ccn3)CC2)cc1,-3%,26%,21%,-1%,-2,25%,11%,-20%,7%
COc1ccc(CC(=O)Nc2nccs2)cc1S(=O)(=O)N1CCOCC1,-1%,17%,-2%,0%,-3,2%,7%,-15%,i
Cc1cc(C(=O)NNC(=O)[C@H](C)NC(=O)c2ccc(Br)cc2)c(C)o1,-2%,18%,15%,0%,0,-3%,10%,1%,-2%
O=C(O)c1ccc2c(=O)n3c(nc2c1)/C(=C/c1ccc(Cl)cc1Cl)CC3,-1%,36%,?,1%,-5,4%,7%,?,.
O=C(COc1ccc([N+](=O)[O-])cc1)Nc1ccc(C(=O)Nc2ccccc2C(=O)O)cc1,-7%,32%,4%,?,-4,-4%,8%,-9%,-13%
COc1ccc(-c2[nH]ncc2CN2CCC(N3CCSCC3)CC2)c(F)c1,10%[57.1 µM],-8%,24%,-6%,-14,0%,-4%[57.1 µM],-14%,i
COc1ccc(NC(=O)NC(C)(C(F)(F)F)C(F)(F)F)cc1,-8%,-3%,?,1%,1,3%,12%[57.1 µM],-20%,-9%
